# From PubChem BioAssay
# Autophagy HCS = autophagy modulation, high-content screen; MEF GFP-LC3 puncta imaging; test concentration mostly 10 µM; calls only at 10 µM (by protocol); hit rate 0.98% among 190,000; AID 463193;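 active means percentage of spot-positive cells more than 3 SD above its plate mean, without a fluorescence outlier flag or 80% toxicity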;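 further: spot-positive cell cutoff set from DMSO-treated cells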
# Lipid droplet = modulators of hepatic lipid droplet formation. inhibition, % at 6.5 µM. hit rate 0.4% among 240,000. AML12 mouse hepatocytes, oleate lipid droplets, BODIPY imaging. AID 1656;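 active means lipid droplet intensity inhibited by at least 50%, with more than 500 cells counted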
#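 System: AML12 hepatocytes (mouse). Probe or stimulus: oleic acid at 100 µM to induce lipid droplet formation. Times: overnight treatment with compound plus oleate. Detection: Image-based BODIPY and DAPI two-channel analysis. Evaluation: percent inhibition of filter-corrected integrated lipid droplet intensity per well.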
# HEK293 NOD2/NF-kB = inhibition of NOD2-driven NF-kB reporter – cell-based, luminescence, uHTS, HEK293 (AID 1566); HEK293 NOD2/NF-kB luciferase reporter, luminescence; higher % means a stronger effect; one-dose inhibition, % at 4 µM; EC50 in µM for titrated hits; hit rate 0.63% among 290,000; in the data active means inhibition above about 50%; further: many of its hits are not listed in these tables
# WT yeast gro inh = growth inhibition of WT yeast, mitochondrial fusion screen; mitochondrial fusion phenotypic screen, WT strain; AID 1362; inhibition, % at 10 µM; hit rate 2.1% among 190,000; in the data active means inhibition above about 58%; tested in S. cerevisiae
# Dynein cargo inh = blocks dynein driven cargo transport along microtubules. hit rate 0.47% among 220,000. z-score, hits read low. 3617.4 mouse cells, GR-EGFP nuclear translocation imaging; test concentration mostly 20 µM; stimulated with dexamethasone, 1 µM; hits give low values. AID 1381;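 active means plate z-score of nuclear minus cytoplasmic receptor signal below a set negative limit, without overly bright fluorescence or cell loss, cut at about -3.5 in these data, passing the limit was not always enough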;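 further: z-score of nuclear minus cytoplasmic ring GR-EGFP intensity difference per well; some compounds called inactive have numbers as strong as hits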
#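 Buffer or medium: tet-free, stripped-serum medium; reagent: dexamethasone at 1.0 µM final, 30 min; incubation: 48 h induction, 1 h compound, 30 min dex at 37 °C; measured by: formaldehyde fixation, Hoechst nuclear stain, 10x automated fluorescence imaging; read-out: nuclear-to-cytoplasmic GR-EGFP distribution per well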
# bCat nuc transl = alters nuclear translocation of beta-catenin in HeLa cells; immunofluorescence imaging; nuclear translocation activity, % at 5 µM; hit rate 0.3% among 190,000;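 active means nuclear translocation activity above 50% at 5 µM, with a well cell count of 50 or more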;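 further: per-cell ratio of nuclear to cytoplasmic median beta-catenin stain intensity; plate controls were DMSO negative control for no effect and GSK-3 inhibitor IX positive control for full effect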
#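 Test system: human HeLa cells, endogenous beta-catenin. Times: 24 h compound exposure, 37°C. Measured by: beta-catenin immunofluorescence imaging with DAPI.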
# Yfh1-off respiration = enhancers of respiration in Yfh1-depleted yeast, dose response, Friedreich's ataxia, plus single-dose screen (AID 1465); hit rate 0.074% among 220,000; one-dose fold induction at 50 µM; EC50 in µM for titrated hits; S. cerevisiae Yfh1-off respiration, WST-1 reduction, 72 h; higher fold induction means a stronger effect;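 active means fold induction of absorbance versus untreated yeast above a set limit, then at least 30% activation at any dose in follow-up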;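 further: activators that raise dye reduction in frataxin-depleted yeast; strong numbers were not always called active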
# MT stabilize HCS = stabilizes microtubules in HeLa cells | % tubulin-high responders, % at 10 µM | HeLa tubulin immunostaining HCS, 24 h; share of cells brighter than vehicle mean+2SD | hit rate 0.83% among 200,000;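 active means plate Z-score above 3 for both tubulin-high and condensed-nucleus cell shares, with cell loss under 80%, at 10 µM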;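 further: anti alpha tubulin signal scored within the nucleus-defined area of each cell; some results filed as inactive read as strong as hits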
# Ins promoter up = MIN6 insulin promoter up-regulation | MIN6 insulin promoter-GFP reporter, high-content imaging; hits give high values | z-score at 5 µM | hit rate 0.3% among 190,000;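 active means z-score above 3 at 5 µM with at least 500 cells counted in the well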
# WT yeast gro inh mutant strain = also measured in WT yeast gro inh; calls as there; inhibition, %; mitochondrial fusion phenotypic screen, mutant strain inhibition
# Dynein cargo inh cytoplasmic EGFP = recorded beside Dynein cargo inh, whose call it bears; z-score; measured here: cytoplasmic GR-EGFP intensity; hits give high values
# Dynein cargo inh nuclear GR-EGFP = recorded beside Dynein cargo inh, whose call it bears; z-score; measured here: nuclear GR-EGFP intensity;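 lower value marks the stronger effect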
# Dynein cargo inh cell count = further read-out of Dynein cargo inh, marked with its call; z-score; measured here: cell count per field
# Ins promoter up cell count = also measured in Ins promoter up; calls as there; cell count; measured here: cytotoxicity, nuclei count;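 total cells summed across four imaged fields per well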
# Lipid droplet cells 6.5 µM = recorded beside Lipid droplet, whose call it bears; cell count; measured here: cell count, cytotoxicity flag;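 cells counted across two imaged fields per well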
# bCat nuc transl cell count 5 µM = recorded beside bCat nuc transl, whose call it bears; cell count; measured here: cell count, cytotoxicity flag
# MT stabilize HCS Hoechst-high % = recorded beside MT stabilize HCS, whose call it bears; % Hoechst-high responders; measured here: nuclear condensation Hoechst responders;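 share of cells brighter than vehicle mean plus two SD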
# MT stabilize HCS cytotoxicity % = further read-out of MT stabilize HCS, marked with its call; toxicity, %; measured here: cytotoxicity by cell density;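 0% = mean cell density of plate MIN control wells and 100% = no cells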
# Autophagy HCS cell loss 18 h = further read-out of Autophagy HCS, marked with its call; toxicity, %; measured here: cell loss, nuclei count;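 cell loss after 18 h compound exposure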
# The depositor's hits bear a star; i = inactive; · = no result given; + = active, no number. Some of the compounds tested; count on the stated rates, not on these rows.
# Values run as follows: Autophagy HCS, WT yeast gro inh mutant strain, Dynein cargo inh cell count, bCat nuc transl cell count 5 µM, WT yeast gro inh, Autophagy HCS cell loss 18 h, Ins promoter up, Ins promoter up cell count, MT stabilize HCS, bCat nuc transl, MT stabilize HCS Hoechst-high %, Yfh1-off respiration, HEK293 NOD2/NF-kB, MT stabilize HCS cytotoxicity %, Lipid droplet cells 6.5 µM, Dynein cargo inh, Lipid droplet, Dynein cargo inh nuclear GR-EGFP, Dynein cargo inh cytoplasmic EGFP
O=C(O)/C=C\C(=O)Nc1cccc(C(=O)Nc2cccc(O)c2)c1
    i, -17.6, -0.563, 1100, -11.9, -15.0, 0.09, 1373, 4.4, -1.0, 2.2, i, 15.2%, 7.8, 715, 0.121, -1.3, 0.345, -0.221
O=C(NCC1CCCO1)c1ccccc1 (stereo not drawn)
    i, -10.0, 0.508, 1053, -9.9, -12.9, 0.83, 1587, 1.2, -1.1, 1.1, i, 8.8%, 6.1, 416, -0.224, -6.4, -0.0204, -0.398
CC(C)CC(=O)/C(=C\c1ccc(Cl)cc1Cl)n1cncn1
    i, 82.0, -2.52, 579, 66.8, 9.5, -0.6, 1135, 20.2, -2.1, 14.7, i, ·, 65.3, 639, -3.05, -6.4, -1.62, 2.4
COC(=O)c1ccc(N2C(=O)CC(N(C)CCc3ccc(OC)c(OC)c3)C2=O)cc1 (stereo not drawn)
    i, 33.5, 0.375, 863, 37.0, -0.8, ·, ·, 0.8, -5.0, 2.1, i, 7.0%, 11.0, ·, -0.364, ·, -0.0766, -0.045
O=[N+]([O-])c1cccc(-c2nnc3ccccn23)c1
    ·, ·, -0.955, 1400, ·, ·, 0.03, 951, ·, -1.3, ·, i, -15.4%, ·, 709, 0.569, 3.6, -0.0306, -0.78
N#CCc1nn2c3c(cnc2c1C#N)C(=O)CCC3
    i, 15.0, -0.138, 1008, 11.3, -5.9, -0.1, 1446, 1.6, -1.7, 1.5, i, 6.8%, 3.6, 664, 0.107, -15.4, 0.734, -0.342
Cc1ccc(S(=O)(=O)N2CCCCC2)cc1NC(=O)CSc1nnc(N)s1
    i, -9.6, 0.772, 1171, -9.5, 2.1, 0.28, 1277, 3.6, -3.6, 3.7, i, 9.5%, 9.3, 604, -1.29, -23.4, -0.9, -0.351
COc1ccc(C2CC(=O)c3c(ccc4ccccc34)N2)cc1OC (stereo not drawn)
    i, -3.6, -0.411, 1578, 20.1, 10.9, 0.32, 1629, 3.8, -2.6, 2.9, ·, -7.1%, 1.4, ·, 0.156, ·, 0.794, -0.203
C=CCn1c(=O)c(C(C)=O)cn(N(C)c2ncc(C(F)(F)F)cc2Cl)c1=O
    i, 11.7, 0.406, 1046, -16.3, -3.9, -0.56, 1252, 6.4, -0.9, 2.3, i, 5.4%, 8.9, 711, -0.933, -14.1, -0.106, -0.206
Cc1nn(-c2ccccn2)c2c1-c1nc(N)ncc1CC2
    i, 11.6, -0.484, 866, 19.1, -9.6, 0.37, 1155, 11.6, -2.0, 2.9, i, -4.5%, 2.9, ·, 0.0194, ·, 0.481, -0.21
S=C(NCc1ccco1)Nc1ccc(Cl)cc1Cl
    i, 4.1, -0.613, 550, -3.4, -24.1, -0.2, 1393, 2.0, -2.1, 2.1, i, -31.3%, 11.4, 672, 0.817, -3.0, 0.525, -0.235
COc1ccccc1C(=O)NNC(=S)Nc1ccccc1
    i, 8.1, -1.7, 944, -6.3, 18.7, -0.46, 1590, 4.9, -1.0, 1.1, i, -5.5%, 4.3, 619, 2.14, -6.4, 1.15, -0.121
O=C(CSc1nnc2ccccn12)NNC(=O)c1ccc([N+](=O)[O-])cc1
    ·, ·, 0.375, 1308, ·, ·, -0.85, 1189, ·, -0.5, ·, i, 7.3%, ·, 636, -0.415, 0.2, -0.541, -0.825
COC(CNC(=O)CNC(=S)N(Cc1ccccc1)Cc1cccs1)OC
    i, -15.3, 0.496, 1124, -12.1, -0.1, ·, ·, 4.2, -3.0, 3.4, i, 21.8%, 2.9, 693, -0.471, -28.4, -0.227, -0.374
COc1ccc(/C=C2\SC(=N)N(c3nccs3)C2=O)cc1OC
    i, 11.2, -0.865, 1056, 32.7, 13.7, -0.86, 1218, 5.4, 0.8, 1.4, i, -54.4%, 0.2, 594, 0.627, -1.9, 0.925, -0.202
Cc1ccc(NC(=O)NNC(=O)c2ccccc2)cc1
    i, -5.5, 0.416, 1556, -1.9, -2.2, 0.78, 1406, 8.9, -1.5, 0.3, i, -23.8%, 9.7, 752, -0.581, 7.1, -0.386, -0.261
Cn1ccnc1SCC(=O)Nc1cc(C(F)(F)F)ccc1N1CCOCC1
    i, 7.2, 0.627, 1154, 8.4, -4.6, 1.25, 912, 1.4, -4.9, 0.8, i, -0.7%, 6.2, 760, -0.258, 2.2, 0.232, -0.216
CSc1ncccc1C(=O)Nc1ccc2nc(C)sc2c1
    ·, ·, -0.858, 1316, ·, ·, -0.49, 1071, ·, 0.0, ·, i, 4.4%, ·, 660, -0.563, -0.2, 0.501, -0.221
C=CCNC(=S)NNC(=O)c1ccc(Br)cc1
    i, -3.4, 1.31, 724, -6.5, -0.9, -0.32, 1343, 9.4, 3.8, 1.7, i, 10.8%, 1.2, 643, -0.407, 10.3, -0.233, -0.304
CCOC(=O)c1cnc(C(F)(F)F)nc1Oc1ccccc1
    ·, ·, -0.149, 1111, ·, ·, 0.91, 1378, ·, 1.4, ·, i, 6.3%, ·, 750, 0.146, 0.6, 0.00406, 0.917
O=C(CSc1nnc(-c2ccncc2)n1Cc1ccco1)Nc1nc(-c2ccccc2)cs1
    +, 0.0, -0.0892, 1173, -11.1, 11.9*, -0.38, 827, 6.6, -1.6, 7.0, i, 30.1%, 10.3, 866, -0.0865, 19.2, 0.0397, -0.064
O=C1CCCC2=C1C(c1cccs1)n1nc(SCc3ccc(C(=O)O)cc3)nc1N2 (stereo not drawn)
    ·, ·, -0.212, 1340, ·, ·, -1.12, 1080, ·, -0.3, ·, i, 21.8%, ·, 710, -0.257, -0.1, 0.484, -0.228
COc1cc2c(=O)n(-c3ccc(C)cc3)c(=O)n(CC(=O)c3ccc4c(c3)OCO4)c2cc1OC
    i, -54.1, -0.633, ·, -77.6, -53.7, -1.11, 1474, 3.8, ·, 2.7, i, -3.6%, 7.2, 698, 1.26, 13.1, 1.57, -0.126
c1ccc(CSc2nnc(-c3sccc3-n3cccc3)o2)cc1
    i, 4.4, -0.974, ·, 22.8, 22.4, ·, ·, 3.8, ·, 2.8, i, -0.4%, 7.7, ·, 0.489, ·, -0.48, -0.213
CCCCCCCC(=O)Nc1ccc(C(=O)N/N=C/c2cccc([N+](=O)[O-])c2)cc1
    +, 9.1, 0.427, 1018, 1.7, -4.3*, 0.17, 1480, 4.9, -0.3, 2.6, i, -9.5%, 8.6, ·, -0.717, ·, -0.486, -0.222
COCCn1c(C)cc(C(=O)COC(=O)CCN2C(=O)c3ccccc3C2=O)c1C
    i, -11.1, 0.109, 1068, 19.4, -2.4, ·, ·, 1.1, -0.6, 1.8, i, 5.7%, 11.7, 704, -0.428, -17.9, 0.432, -0.255
O=C(c1csc2ccccc12)N1CCN(c2ccccn2)CC1
    i, 14.6, -0.718, 876, 6.8, 31.9, 0.11, 1494, 4.2, -1.9, 2.9, i, -2.7%, 4.3, ·, 0.978, ·, 0.663, -0.208
O=C(Nc1ccc2c(c1)CCC2)c1cccc(S(=O)(=O)N2CCN(c3ccccc3)CC2)c1
    i, -4.5, -0.141, 1194, 8.8, 2.0, -0.36, 864, 2.4, -4.8, 1.7, i, 2.8%, 6.4, 750, 0.276, -1.0, 0.616, 0.346
CCOC(=O)C1CCN(c2nc(-c3ccccc3)nc3c2oc2ccccc23)CC1
    i, 0.9, 0.3, 1135, 25.4, 20.9, -0.91, 954, 4.4, -1.9, 1.9, i, -6.5%, 7.8, 745, -0.497, 5.4, 0.0437, -0.388
C=CCSc1n[nH]c(-c2ccccc2)n1
    i, 4.5, 0.0256, 1196, -1.6, -7.0, 0.55, 921, 2.5, -2.9, 1.5, i, -16.5%, 9.0, 766, 1.73, 1.1, 0.681, -0.138
Cc1c(Cl)cccc1Nc1nc(N)nc(CSCCO)n1
    i, 2.4, -1.46, 1075, -11.9, 3.2, -0.15, 1091, 3.7, -1.0, 1.5, i, -0.2%, 10.4, 748, 2.76, -7.3, 2.06, -0.222
Cc1ccc(C=Nc2ccccc2C#N)s1
    i, -2.8, 0.34, 554, 9.7, -11.7, -0.12, 1315, 3.8, -4.3, 2.0, i, 2.1%, 7.1, 673, -0.654, 5.1, -0.571, -0.135
CSc1cccc(NC(=O)Nc2nc3c(C)cccc3s2)c1
    ·, ·, -0.14, 1351, ·, ·, -2.69, 627, ·, -1.4, ·, i, -28.0%, ·, 879, 1.03, 17.7, 0.0857, -0.251
COc1ccc(-n2nc(C(C)=O)c(=O)[nH]c2=O)cc1
    i, 4.0, -0.979, 984, -15.4, -6.4, -0.1, 1380, 1.3, -4.8, 2.1, i, -48.1%, 8.2, 666, 0.978, 3.2, 0.528, -0.00245
CC(C)(C)NC(=O)C(c1cccs1)N(C(=O)c1csnn1)c1ccccc1F (stereo not drawn)
    i, -5.1, 0.72, 1483, -2.9, -16.8, -0.03, 1590, 2.1, -0.4, 2.6, i, 0.0%, 8.6, 667, -0.631, -2.1, 0.036, 1.43
COc1cc2nc(C3CC3)n(NC(=O)c3ccc(Cl)cc3)c(=O)c2cc1OC
    i, 30.9, 0.768, 964, 16.9, 16.1, -0.18, 1302, 8.9, -4.8, 24.3, i, 14.9%, 23.0, ·, -0.193, ·, 0.189, -0.246
